PLC-gamma1 inh: PLC-gamma1 enzyme inhibitors, primary screen, biochemical, fluorescence, purified enzyme | 1-phosphatidylinositol 4,5-bisphosphate phosphodiesterase gamma-1 (Homo sapiens), P19174 | fluorogenic substrate | inhibition, % at 12.2 µM | 0.84% of 370,000 active | AID 720700, 2013; in the data active = inhibition above about 9.5%
DAX1 inh-1: DAX1 (NR0B1) inhibitors on StAR promoter, primary screen, cell-based, luminescence, SF-1 (NR5A1), full-length DAX-1 | HEK293T StAR-luciferase reporter, SF-1/DAX-1 repression relief | inhibition, % at 6.8 µM | 1.1% of 370,000 active | AID 652010, 2013;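 active = inhibition above the mean over all tested compounds plus 3 SD, cut at about 3.6% in these data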;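 also: 0% = DAX-1 cells with DMSO and 100% = cells lacking DAX-1 with DMSO; higher inhibition means more luminescence from relief of DAX-1 repression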
SMARCA2 act: SMARCA2 (BRM) function activators, primary screen, cell-based, luminescence, high throughput. MG213 cells, MMTV-luciferase reporter, dexamethasone, overnight. activation, % at 9.1 µM. 1% of 370,000 active. AID 652017, 2013; in the data active = activation above about 7.8%;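 also: 0% = vehicle wells and 100% = reference activator wells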
hgDAF12 agonist: H. glycines DAF-12 receptor agonists, primary screen, cell-based, luminescence, HEK293, GAL4 fusion, UAS-luciferase; HEK293 GAL4-hgDAF12 UAS-luciferase reporter, agonist luminescence; normalized to butyrate control; 1.8% of 370,000 active; activation, % at 6.8 µM; AID 687014, 2013; Nuclear hormone receptor DAF-12 (Heterodera glycines), GAL4 fusion;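 active = activation above a cutoff set at the mean of all screened compounds plus 3 SD, cut at about 10% in these data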;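 also: 0% = DMSO wells and 100% = sodium butyrate wells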
hcDAF-12 act: H. contortus DAF-12 nuclear receptor activators, primary screen, cell-based, luminescence, HEK293, lit1-tk-luc reporter; HEK293 hcDAF-12 lit1-tk-luc reporter; 0% DMSO, 100% Δ7-dafachronic acid; activation, % at 6.8 µM; 1.4% of 370,000 active;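 active = activation above the mean of all tested compounds plus 3 SD, cut at about 5.5% in these data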;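 also: 100% = response to 3 µM Δ7-dafachronic acid high control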
DAX1 inh-2: DAX1 (NR0B1) inhibitors, primary screen, cell-based, HEK293, Gal4-DAX1, luciferase luminescence. Nuclear receptor subfamily 0 group B member 1 (Homo sapiens), P51843. HEK293 Gal4-DAX1 luciferase reporter. inhibition, % at 6.75 µM. 0.99% of 340,000 active. AID 504766, 2011;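 active = inhibition above the mean over all tested compounds plus 3 SD, cut at about 4.2% in these data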;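 also: 0% = DAX1-transfected cells with DMSO and 100% = empty-vector control cells with DMSO; inhibition shows as a rise in luminescence from relieved DAX1 repression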
Target sequence (P51843 207-470 limits assumed): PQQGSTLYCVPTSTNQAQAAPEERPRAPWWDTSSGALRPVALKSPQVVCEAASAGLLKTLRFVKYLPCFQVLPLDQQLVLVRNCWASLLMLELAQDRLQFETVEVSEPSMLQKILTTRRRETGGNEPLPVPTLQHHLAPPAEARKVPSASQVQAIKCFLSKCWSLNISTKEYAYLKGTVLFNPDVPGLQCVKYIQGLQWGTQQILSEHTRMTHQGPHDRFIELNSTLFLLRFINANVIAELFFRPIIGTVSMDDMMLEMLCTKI
ssDAF-12 act: S. stercoralis DAF-12 nuclear receptor activators, primary screen, cell-based, luminescence, HEK293, GRIP1 co-expression, lit1-tk-luc; Nuclear hormone receptor DAF-12 (Strongyloides stercoralis); AID 652126, 2013; 1% of 370,000 active; HEK293 ssDAF-12/GRIP1 lit1-tk-luc reporter; % of 3 µM dafachronic acid response; activation, % at 6.8 µM;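 active = activation above the mean over all tested compounds plus 3 SD, cut at about 0.9% in these data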;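 also: 0% = DMSO-only wells and 100% = 3 µM delta7-dafachronic acid wells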
PLC-beta3 inh: human PLC-beta3 inhibitors, primary screen, biochemical, fluorescence; Purified PLC-beta3, fluorogenic substrate; 0.18% of 370,000 active; 1-phosphatidylinositol 4,5-bisphosphate phosphodiesterase beta-3 (Homo sapiens), Q01970; inhibition, % at 12.2 µM; in the data active = inhibition above about 11%;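 also: 0% = median of compound wells on plate and 100% = full blocker control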
ADAM17 inh: ADAM17 inhibitors, primary screen, biochemical, QFRET | recombinant ADAM17, EDANS/DABCYL FRET peptide cleavage | inhibition, % at 6.95 µM | 0.83% of 370,000 active;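 active = inhibition above the mean of compounds lying between control limits plus 3 SD, set per campaign, cut at about 8.5% in these data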;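 also: 0% = DMSO-only wells as the low control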
MBD2 inh: inhibitors of MBD2 binding to methylated DNA, primary screen, biochemical, TR-FRET, DNA-binding domain, human. Methyl-CpG-binding domain protein 2 (Homo sapiens), Q9UBB5. MBD2 binding to methylated oligonucleotide. inhibition, % at 4.4 µM. 0.31% of 370,000 active. AID 686964, 2013; in the data active = inhibition above about 13%
NR1D1 modulator: modulators of Rev-erb alpha DNA binding, primary screen, biochemical, FITC-DNA, fluorescence polarization, uHTS; AID 1259318, 2017; Rev-erbα–FITC-DNA binding, 90 min; Nuclear receptor subfamily 1 group D member 1 (Homo sapiens), P20393; activity, % at 10 µM; 0.79% of 370,000 active;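 active = activity above about 14%, limit read from the data; passing the limit was not always enough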;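 also: 0% = DMSO wells with 35 nM protein and 100% = DMSO wells with 750 nM protein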
Target sequence (P20393 whole entry, looked up): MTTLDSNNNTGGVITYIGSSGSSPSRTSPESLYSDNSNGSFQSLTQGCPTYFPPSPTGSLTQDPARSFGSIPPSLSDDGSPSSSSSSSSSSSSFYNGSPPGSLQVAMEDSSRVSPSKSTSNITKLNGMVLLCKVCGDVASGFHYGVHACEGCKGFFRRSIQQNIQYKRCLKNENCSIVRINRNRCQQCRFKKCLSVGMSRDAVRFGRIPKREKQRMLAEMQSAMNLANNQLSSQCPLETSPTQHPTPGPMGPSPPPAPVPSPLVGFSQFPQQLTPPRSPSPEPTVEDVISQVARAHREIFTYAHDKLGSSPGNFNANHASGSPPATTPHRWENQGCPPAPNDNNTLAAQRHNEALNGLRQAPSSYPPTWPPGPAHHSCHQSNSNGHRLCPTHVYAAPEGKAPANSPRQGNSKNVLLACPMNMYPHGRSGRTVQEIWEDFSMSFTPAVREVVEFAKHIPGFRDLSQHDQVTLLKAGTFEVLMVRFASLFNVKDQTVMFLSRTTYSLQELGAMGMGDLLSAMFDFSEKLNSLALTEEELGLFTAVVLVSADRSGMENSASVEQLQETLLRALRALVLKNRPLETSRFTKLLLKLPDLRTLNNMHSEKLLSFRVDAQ
The depositor's hits bear a star; . = no result given. Hits appear at their usual frequency; 7.4% or so of the library scored in one or more.

A first look, four compounds:
SMILES	PLC-gamma1 inh	DAX1 inh-1	SMARCA2 act	hgDAF12 agonist	hcDAF-12 act	DAX1 inh-2	ssDAF-12 act	PLC-beta3 inh	ADAM17 inh	MBD2 inh	NR1D1 modulator
CCCCN1C(=O)C(=O)N(CC(=O)c2ccc3c(c2)OCO3)C1=O	-1	-0.3	-1	4.0	0.4	1.2	-0.7	-9	-4	0	-2
O=C(Nc1ccc2c(c1)OCO2)C1CCCN1C(=O)Nc1ccccc1F (stereo not given)	-2	0.4	-1	-1.7	0.9	-0.2	-0.2	2	-3	-1	0
Cc1cc(C)cc(NC(=O)Nc2cccc(S(N)(=O)=O)c2)c1	4	-0.3	-1	4.7	-0.2	.	-1.4	-10	-2	8	4
Cc1ccc(S(=O)(=O)N2CCN(C(=O)N(C)C)CC2)cc1	0	0.8	0	1.1	-0.8	2.6	-0.7	0	-3	0	-7

Results (from the top)
SMILES	PLC-gamma1 inh	DAX1 inh-1	SMARCA2 act	hgDAF12 agonist	hcDAF-12 act	DAX1 inh-2	ssDAF-12 act	PLC-beta3 inh	ADAM17 inh	MBD2 inh	NR1D1 modulator
CCCCN1C(=O)C(=O)N(CC(=O)c2ccc3c(c2)OCO3)C1=O	-1	-0.3	-1	4.0	0.4	1.2	-0.7	-9	-4	0	-2
O=C(Nc1ccc2c(c1)OCO2)C1CCCN1C(=O)Nc1ccccc1F (stereo not given)	-2	0.4	-1	-1.7	0.9	-0.2	-0.2	2	-3	-1	0
Cc1cc(C)cc(NC(=O)Nc2cccc(S(N)(=O)=O)c2)c1	4	-0.3	-1	4.7	-0.2	.	-1.4	-10	-2	8	4
Cc1ccc(S(=O)(=O)N2CCN(C(=O)N(C)C)CC2)cc1	0	0.8	0	1.1	-0.8	2.6	-0.7	0	-3	0	-7
Cc1ccc(-c2nnc(SCC(=O)NC3CCCC3)n2C)cc1	11*	-0.3	-2	-1.2	-1.6	-0.7	-1.2	-10	-2	6	-4
CCC(=O)Nc1nc2ccc(NC(=O)c3cc(OC)c(OC)c(OC)c3)cc2s1	-11	-1.0	-1	-3.5	-0.6	-0.8	-2.1	-18	-2	-1	0
CN(C)CCCn1cnc2c(c1=N)C(c1ccccc1)c1ccc3ccccc3c1O2 (stereo not given)	3	0.2	0	-2.8	-1.3	0.8	-0.9	1	-4	-5	-6
CCNC(=O)C1(C)CCN1Cc1cc(-c2ccccc2)n(C)n1 (stereo not given)	1	-0.5	-4	0.0	1.2	.	-1.3	-1	0	4	-6
CCC1CCC(N2CCN(c3ccc([N+](=O)[O-])cc3)CC2)CC1 (stereo not given)	3	0.1	-2	-0.8	-0.6	-2.9	-1.6	-2	6	-4	9
O=C(Nc1cccc2ccccc12)/C(Cl)=C/c1ccccc1	0	0.3	5	4.8	0.1	1.9	-0.5	2	0	4	1
CC(OC(=O)Cn1c(C(F)(F)F)nc2ccccc21)C(N)=O (stereo not given)	0	-0.6	0	0.3	-1.7	0.1	-0.8	1	-5	-1	-3
CCC(C)n1cnc2c(c1=O)c1nc3ccccc3nc1n2-c1ccc2c(c1)OCCO2 (stereo not given)	0	-0.4	-1	-0.8	-1.6	0.0	-2.0	-7	-6	6	-23
O=C(CSc1nnc(CNC(=O)c2cccs2)o1)Nc1cccc(F)c1	5	1.8	3	-1.1	-0.6	-0.2	-0.6	-4	-2	-4	1
COc1ccc(OCCSc2nnc3c(Cl)cc(Cl)cn23)cc1	-8	-0.6	-1	-1.8	-1.2	-1.2	-1.4	-10	-1	-2	-4
N#CC1(Nc2cccc(Br)c2)C(=O)Nc2ccccc21 (stereo not given)	5	0.4	-6	0.0	1.8	0.3	0.7	-1	-2	-5	2
CCCNC(=O)C1(C)CCCN(C(=O)Cc2ccc(OC)c(OC)c2)C1 (stereo not given)	-1	0.6	1	0.9	1.3	.	-1.2	2	-4	2	-3
O=C(Nc1ccc(Br)cc1)c1ccc(CSC2=NCCS2)cc1	2	0.3	-1	8.4	1.5	0.1	-0.5	3	3	-5	10
COc1ccccc1N1CCN(Cc2ccc(-c3ccccc3[N+](=O)[O-])o2)CC1	-23	-1.3	-3	-0.1	2.4	0.3	0.5	-32	-10	2	-1
CC(=O)NCCc1ccc(C(=O)COC(=O)c2ccco2)cc1	1	0.7	1	2.8	0.6	0.2	-0.9	-2	-7	1	0
COc1cc(N=c2oc3c(C)ncc(CO)c3cc2C(N)=O)cc(OC)c1OC	-11	-0.1	-1	-0.5	0.2	-0.2	-1.4	-25	-15	0	3
NC(=S)Cc1nc2n(n1)Cc1ccccc1-2	1	1.1	-1	1.2	-0.2	0.9	-1.6	4	-3	0	-2
O=C(CSc1ccc(Cl)cc1)N1CCC(c2nc3ccccc3s2)CC1	1	-1.9	-2	-3.5	-2.8	-0.2	-1.8	-3	7	0	2
CCCCN(C1CCS(=O)(=O)C1)S(=O)(=O)c1ccc(OC)cc1 (stereo not given)	5	0.9	-1	1.4	-1.4	0.8	-0.9	-8	-5	2	0
O=S1(=O)c2ccc(N3CCN(Cc4ccccc4F)CC3)cc2Oc2ccccc2CN1Cc1cn(Cc2ccc(C(F)(F)F)cc2)nn1	-1	-0.1	-2	0.8	0.1	.	-0.9	-2	-4	4	2
CCN1C(=O)/C(=C\C=C2/C=CC=CN2CC)SC1=S	-6	0.2	0	1.6	0.2	1.8	-1.2	-5	-9	4	3

(further entries)
SMILES	PLC-gamma1 inh	DAX1 inh-1	SMARCA2 act	hgDAF12 agonist	hcDAF-12 act	DAX1 inh-2	ssDAF-12 act	PLC-beta3 inh	ADAM17 inh	MBD2 inh	NR1D1 modulator
COc1ccc(NC(=O)CSc2ccc3nnc(CCNC(=O)c4ccccc4)n3n2)cc1OC	-3	1.0	1	-0.4	-1.1	-0.3	-0.9	-6	-1	-5	-3
CNS(=O)(=O)c1cccc(C(=O)OCC(=O)N2c3ccccc3CC2C)c1 (stereo not given)	0	-0.2	-1	-2.7	-0.4	-0.2	-1.3	-2	-2	-4	1
COC(=O)c1cc2occc2n1CC(=O)N(C)C1CCCCC1	-8	-0.5	-2	-1.4	-1.7	-0.7	-1.5	-7	-3	-2	-3
Cc1ccc(CS(=O)(=O)CCC(=O)NCCN2CCCC2)cc1	0	0.8	-2	-0.1	0.2	-0.7	-1.4	1	-1	-7	-2
O=C1C=C(c2ccc(Oc3ccccc3)cc2)C[C@@H](c2ccc3c(c2)OCO3)C1	4	-0.3	-1	-1.4	-0.9	0.4	-1.3	-4	-1	-3	3
Cc1ccnc(N2CCC(C(=O)NCc3ccccc3F)CC2)n1	-9	-0.2	-5	-3.8	-1.4	0.2	-1.2	-13	-13	6	-5
CSc1nc2ccc(NC(=O)C3CC(=O)N(Cc4ccccc4)C3)cc2s1 (stereo not given)	0	-0.6	-2	4.8	0.1	-0.3	-1.1	-11	0	1	2
CC(=O)N1CC[n+]2c(-c3ccc(Cl)cc3)csc21	1	-0.7	1	-0.8	-1.7	0.7	-1.9	1	3	0	-2
O=C(c1ccc(F)cc1)N1CCN(S(=O)(=O)c2ccc(Br)cc2)CC1	3	0.4	-3	0.3	-1.4	0.6	-0.3	0	-1	5	-1
Cn1c(=O)c2[nH]c(CCCc3ccc([N+](=O)[O-])cc3)nc2n(C)c1=O	-7	-0.9	-6	-5.1	-2.8	-0.3	-1.5	-21	-15	6	6
S=C(Nc1ccc(Cl)cc1Cl)Nn1cnnc1	1	-0.4	1	0.7	4.5	-0.9	-1.1	1	1	-6	-4
Cc1ccc(C(=O)NC(NCc2ccco2)C(Cl)(Cl)Cl)cc1 (stereo not given)	1	-0.1	-2	-1.1	-1.2	-0.7	-1.1	1	-1	1	7
O=C(COC(=O)Cc1c(Cl)cccc1Cl)NCc1ccco1	1	-0.7	2	-1.5	-0.8	-0.8	-0.8	-2	0	4	5
COC(=O)c1cccc(NC(=O)CN2C(=O)C3CCCCC3C2=O)c1 (stereo not given)	7	-0.3	-3	1.9	-1.6	-0.4	-0.8	-1	-4	1	-2
NC(=O)c1ccccc1N=Cc1cccnc1	-132	-0.3	-1	1.9	-0.2	1.8	-1.7	-140	-125	-5	-3
Cn1c(=O)c2sc3c(c2n(CC(=O)Nc2ccccc2)c1=O)COC(C)(C)C3	-1	-0.9	1	1.7	-0.7	0.0	-1.0	-6	0	0	-8
O=C(NC1=NCCS1)c1cc(-c2cccnc2)nc2ccccc12	0	-0.8	-2	2.0	2.4	-1.0	-0.4	-4	-2	-3	3
COc1ccc(C(=O)Nc2ccc(S(=O)(=O)NC(C)=O)cc2)cc1[N+](=O)[O-]	-1	-0.5	4	0.5	-2.4	0.9	-0.9	2	2	-4	-1
CC(=O)c1ccc(N2CCN(C(=O)c3cc4c(s3)CCCC4)CC2)cc1	-7	2.2	-3	2.1	-1.1	-1.3	-0.4	-35	0	-2	3
CC(C)C[C@@H]1NC(=O)[C@H]2C[C@@]3(C)c4ccccc4N[C@H]3N2C1=O	-6	-0.1	-6	-1.1	-3.0	.	-1.5	-10	-6	4	-4
O=C(N/N=C/c1cccc([N+](=O)[O-])c1)C1CC(=O)N(c2ccc(Cl)cc2)C1 (stereo not given)	0	0.5	0	-0.5	0.4	-0.9	-1.3	-2	-4	7	5
CCCN(CC1CC1)C(=O)Nc1ccccc1C	0	-0.8	0	-1.7	-0.5	0.8	-0.6	3	-6	-1	-3

Some values from the list:
Value for `COc1ccc(C(=O)Nc2ccc(S(=O)(=O)NC(C)=O)cc2)cc1[N+](=O)[O-]` under PLC-beta3 inh: 2
Value for `COC(=O)c1cc2occc2n1CC(=O)N(C)C1CCCCC1` under SMARCA2 act: -2
Value for `O=C(NC1=NCCS1)c1cc(-c2cccnc2)nc2ccccc12` under ssDAF-12 act: -0.4
Value for `CSc1nc2ccc(NC(=O)C3CC(=O)N(Cc4ccccc4)C3)cc2s1` (stereo not given) under SMARCA2 act: -2
Value for `CC(=O)N1CC[n+]2c(-c3ccc(Cl)cc3)csc21` under ADAM17 inh: 3
